Bioassay records: PubChem BioAssay, several laboratories
CRFR2-BP antag = antagonists of CRF-binding protein/CRF-R2 receptor complex; 350,000 compounds, 0.59% hits; HEK293 CRF-R2/CRF-BP, CRF-induced calcium fluorescence; AID 588475; inhibition, % at 11.8 µM;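 active = inhibition of the ligand-induced calcium signal above about 50% at the single tested concentration, limit read from the data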
CHRM4 antagonist = CHRM4 antagonism in calcium assay. P08173. AID 624125. 360,000 compounds, 0.73% hits. CHO-hM4 cells, ACh EC80, Fluo-8 calcium fluorescence. inhibition, % at 3 µM;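 active = inhibition above its plate's cutoff, the mean inhibition of sample wells plus 3 SD, cut at about 27% in these data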;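 note: 0% = acetylcholine EC80 with DMSO and 100% = DMSO without agonist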
Target sequence (P08173 whole entry, looked up): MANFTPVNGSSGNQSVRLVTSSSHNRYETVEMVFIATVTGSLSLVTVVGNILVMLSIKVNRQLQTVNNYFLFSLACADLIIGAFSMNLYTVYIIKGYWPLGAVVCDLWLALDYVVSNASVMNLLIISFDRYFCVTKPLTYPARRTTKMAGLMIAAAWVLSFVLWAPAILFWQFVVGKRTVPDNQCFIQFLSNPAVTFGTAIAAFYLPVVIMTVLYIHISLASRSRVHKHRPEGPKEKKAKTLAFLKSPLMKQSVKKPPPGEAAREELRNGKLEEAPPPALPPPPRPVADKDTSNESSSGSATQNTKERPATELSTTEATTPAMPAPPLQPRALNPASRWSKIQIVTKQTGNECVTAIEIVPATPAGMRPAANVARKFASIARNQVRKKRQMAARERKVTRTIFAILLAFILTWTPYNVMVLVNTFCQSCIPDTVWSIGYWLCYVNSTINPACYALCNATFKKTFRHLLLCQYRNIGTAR
IDE cell inh = inhibitors of human insulin-degrading enzyme in cells; P14735; HEK cells, FAbetaB cleavage, fluorescence polarization; inhibition, % at 5.59 µM; 320,000 compounds, 0.41% hits;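 active = percent inhibition above the average of all tested compounds plus 3 SD, set per screening campaign, cut at about 16% in these data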;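 note: IDE supplied by intact live HEK cells; FP after avidin binding of uncleaved biotin substrate so inhibition keeps polarization high; 0% = DMSO wells and 100% = 60 µM reference IDE inhibitor Ii1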
CHRM4 PAM = positive allosteric modulators of human muscarinic M4 receptor; P08173; CHO-K1 hM4/Gqi5, Fluo-8 calcium fluorescence, ACh EC20; 0% = ACh EC20, 100% = maximal ACh; activation, % at 3 µM; 360,000 compounds, 0.4% hits; AID 624126;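 active = activation above its plate's cutoff, the mean activation of sample wells plus 3 SD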; note: some results filed as inactive read as strong as hits
M5 PAM = positive allosteric modulators of human muscarinic M5 receptor; activation, % at 3 µM; CHO-K1 hM5, Fluo-8 calcium, ACh EC20 PAM; 0% = ACh EC20, 100% = ACh EC100; AID 624038; 360,000 compounds, 0.3% hits;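 active = activation above the run cutoff, the mean activation of all test compounds plus 3 SD, cut at about 18% in these data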
Target sequence (P08912 whole entry, looked up): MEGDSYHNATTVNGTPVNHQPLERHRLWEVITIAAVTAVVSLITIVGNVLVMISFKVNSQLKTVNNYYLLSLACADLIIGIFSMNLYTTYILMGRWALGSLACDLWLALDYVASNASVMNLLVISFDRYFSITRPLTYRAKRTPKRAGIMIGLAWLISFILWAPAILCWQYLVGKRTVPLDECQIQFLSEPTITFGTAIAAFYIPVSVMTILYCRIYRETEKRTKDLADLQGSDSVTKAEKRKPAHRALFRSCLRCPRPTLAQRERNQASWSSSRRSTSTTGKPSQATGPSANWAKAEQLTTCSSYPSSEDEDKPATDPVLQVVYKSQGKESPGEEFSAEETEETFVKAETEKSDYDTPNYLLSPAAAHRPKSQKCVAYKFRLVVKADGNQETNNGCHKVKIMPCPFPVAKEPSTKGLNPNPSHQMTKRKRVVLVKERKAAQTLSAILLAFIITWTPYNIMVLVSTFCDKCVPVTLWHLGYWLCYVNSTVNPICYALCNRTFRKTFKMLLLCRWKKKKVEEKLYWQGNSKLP
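System: CHO-K1 cell line with stable human muscarinic M5 receptor expression | Also added: EC20 acetylcholine as agonist stimulus | Compound: One concentration, 3 µM final (nominal) | Timing: Fluo-8 loading 80 min at 37 °C plus 30 min room temperature | Measured by: Fluo-8 calcium dye fluorescence, kinetic read | Read-out basis: % activation, ACh-normalized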
CHRM5 antagonist = CHRM5 antagonism in calcium assay; 360,000 compounds, 0.59% hits; CHO-hM5 cells, Fluo-8 calcium fluorescence, ACh EC80; AID 624040; inhibition, % at 3 µM;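 active = inhibition above a per-plate cutoff, the mean of that plate's test compounds plus 3 SD, cut at about 27% in these data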;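 note: 0% = acetylcholine EC80 with DMSO and 100% = DMSO without agonist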
CHRM5 agonist = CHRM5 agonism in calcium assay; 360,000 compounds, 0.19% hits; activation, % at 3 µM; CHO-K1 hM5 cells, Fluo-8 calcium fluorescence; 0% DMSO wells, 100% maximal acetylcholine response; AID 624037;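 active = activation above the run's mean over test compounds plus 3 SD, cut at about 23% in these data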;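 note: signal is peak over basal fluorescence ratio across the kinetic read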
CRFBP-R2 agonist = agonists of human CRF-binding protein/CRF-R2 receptor complex. HEK293 CRF-R2/CRF-BP, calcium dye fluorescence (FLIPR); percent of saturating CRF peptide response. activation, % at 13.2 µM. 350,000 compounds, 0.46% hits;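 active = activation of at least 50%, plus an integration ratio under a set limit after plate pattern correction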;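 note: plate controls were neutral control wells without compound for no effect and CRF at EC100 for full effect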
M4 ag = CHRM4 agonism in calcium assay; activation, % at 3 µM; P08173; CHO-K1 hM4/Gqi5, Fluo-8 calcium fluorescence; vehicle 0%, full acetylcholine response 100%; 360,000 compounds, 0.14% hits;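 active = activation above the run mean over all test wells plus 3 SD, cut at about 32% in these data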;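 note: peak over basal fluorescence ratio per well then scaled between controls; 0% = DMSO wells and 100% = acetylcholine at EC100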
Numbers without * were called inactive; nt = no result given; & = joins results of further samples.

SMILES	CRFR2-BP antag	CHRM4 antagonist	IDE cell inh	CHRM4 PAM	M5 PAM	CHRM5 antagonist	CHRM5 agonist	CRFBP-R2 agonist	M4 ag
O=C(CCN1CCN(Cc2ccccc2)CC1)NNC(=O)c1cc2ccccc2o1	-3	-19	-1	5	11	-7	-5	-0.4	1
O=C(Cn1nc(C(F)F)cc1C(F)F)NNC(=S)Nc1ccc([N+](=O)[O-])cc1	10	4	4	-6	6	-7	3	-1.1	2
Nc1ncn([C@@H]2O[C@H](CO)[C@@H](O)[C@H]2O)c(=O)n1	-14	-14	-3	1	2	-5	-1	-0.4	1
COc1ccc(CC(=O)Nc2nc(OCC(F)(F)F)cnc2-c2ccc(Cl)cc2Cl)cc1	nt	-3	nt	4	-13	13	-3	nt	2
O=C(COc1ccccc1Cl)Nn1cnnc1	0	9	0	-2	3	0	1	-0.8	0
CN(C)c1ccc(N=Nc2ccc(C(=O)O)cc2)cc1	7	2	6	-6	-5	11	1	-0.5	14
CCCOc1ccc(C(=O)N2CCN(Cc3ccc4c(c3)OCO4)CC2)cc1	12	-7	-4	0	-3	13	-10	-0.4	3
Cc1ccc(N2CC(C(=O)Nc3nnc(SCCN4CCOCC4)s3)CC2=O)cc1 (stereo unspecified)	12	-5	3	2	1	-13	-3	-2.5	1
COc1ccc(-c2nnc(SCCC(=O)O)n2-c2ccccc2)cc1OC	-1	2	0	-6	4	-3	-2	-2.3	0
CC(NS(=O)(=O)c1ccc(CCC(=O)N2CCN(C)CC2)cc1)c1ccccc1 (stereo unspecified)	-18	-2	2	5	2	1	1	-0.5	1
COc1ccc(-c2ccc(-c3noc(-c4cccc(OC)c4)n3)c(OC)n2)cc1	-14	10	-6	-7	-9	9	5	1.6	0
Cc1ccccc1NC(=O)Nc1ccccn1	-8	-6	5	1	1	7	-6	-0.9	0
COc1ccc(C(CNC(=O)CCNC(=O)c2ccccc2Cl)N2CCCC2)cc1 (stereo unspecified)	-4	-16	6	5	16	-8	0	0.1	1
CC(=O)C(C)Oc1ccc2c3c(c(=O)oc2c1)CCCCC3 (stereo unspecified)	-26	5	2	-10	-4	4	0	0.0	3
CN(C)C(=O)c1ccc(-n2cnc3ccccc3c2=O)cc1	-2	7	-2	5	-1	8	0	0.9	3
Cc1ccc(C)c(Cn2c(=O)n(CCCC(=O)NCc3ccco3)c(=O)c3sccc32)c1	8	0	6	-1	13	0	-3	0.9	1
O=S(=O)(NCCCO)c1ccc2c(c1)Cc1cc(S(=O)(=O)NCCCO)ccc1-2	12	13	2	-7	-1	3	-1	0.0	-1
CC(=O)NCCNC(=O)CCNC(=O)c1ccc(Cl)cc1	-13	8	3	-11	-48	13	-3	-0.9	13
COc1ccc(O)c(C(=O)/C=C/c2cc3ccccc3o2)c1	3	-16	3	19*	5	4	-1	0.7	1
NC1=NC(c2cn[nH]c2-c2cccc(F)c2)n2c(nc3ccccc32)N1 (stereo unspecified)	-1	-4	-1	-5	7	-8	-10	-1.6	0
CC(O)CNC(=O)Cc1cc(=O)[nH]c(=O)[nH]1 (stereo unspecified)	-1	0	-1	-9	2	6	0	0.7	0
Cc1ccc(NC(=S)N2CCN(S(=O)(=O)c3ccccc3)CC2)cc1C	3	2	nt	-5	-7	19	-5	-0.1	1
CCOc1ncnc2c1oc1nc(CC(C)C)c3c(c12)CC(C)(C)OC3	-69	9	-2	-2	1	-3	0	2.4	1
Cc1ccc(-n2cc3c(=O)n(C)c(=O)n(C)c3c2)cc1C	-8	4	2	1	-2	-7	-4	0.2	1
CN(c1ncnc(N)c1[N+](=O)[O-])C1CCS(=O)(=O)C1 (stereo unspecified)	-11	6	1	1	1	-3	1	2.0	1

Reformatted with two lines to a compound: 5 of the compounds above
Order of values – CRFR2-BP antag, CHRM4 antagonist, IDE cell inh, CHRM4 PAM, M5 PAM, CHRM5 antagonist, CHRM5 agonist, CRFBP-R2 agonist, M4 ag
COc1ccc(-c2ccc(-c3noc(-c4cccc(OC)c4)n3)c(OC)n2)cc1
→ -14, 10, -6, -7, -9, 9, 5, 1.6, 0
Cc1ccccc1NC(=O)Nc1ccccn1
→ -8, -6, 5, 1, 1, 7, -6, -0.9, 0
COc1ccc(C(CNC(=O)CCNC(=O)c2ccccc2Cl)N2CCCC2)cc1 (stereo unspecified)
→ -4, -16, 6, 5, 16, -8, 0, 0.1, 1
CC(=O)C(C)Oc1ccc2c3c(c(=O)oc2c1)CCCCC3 (stereo unspecified)
→ -26, 5, 2, -10, -4, 4, 0, 0.0, 3
CN(C)C(=O)c1ccc(-n2cnc3ccccc3c2=O)cc1
→ -2, 7, -2, 5, -1, 8, 0, 0.9, 3

Other compounds:
SMILES	CRFR2-BP antag	CHRM4 antagonist	IDE cell inh	CHRM4 PAM	M5 PAM	CHRM5 antagonist	CHRM5 agonist	CRFBP-R2 agonist	M4 ag
CN(C)/C=C/C(=O)c1ccc(OCCN(C)c2ccccn2)cc1	-6	3	3	-10	-3	7	-3	1.6	5
O=C(/C=C/c1ccc([N+](=O)[O-])cc1)NCCSc1ccccc1	11	3	-1	1	-9	10	2	-0.6	8
Cc1ccccc1NC(=O)C1CCCN1S(=O)(=O)c1ccccc1C(F)(F)F (stereo unspecified)	-1	-3	0	4	7	-9	0	-1.3	0
O=C(CSc1ncn[nH]1)N1CCOCC1	7	8	7	-5	-11	19	-1	-0.9	0
CC1CCN(c2ccccc2NC(=S)NC(=O)c2ccc(-c3cccc([N+](=O)[O-])c3)o2)CC1	-17	-4	-4	6	4	3	-1	1.2	1
COc1ccccc1Nc1nc(N)nc(CSC(=S)N2CCCCC2C)n1 (stereo unspecified)	20	-7	-1	1	-7	-2	-5	-2.2	1
CC1CC2(C)C(=CC1=O)CCC1C2C(O)CC2(C)C1CCC2(O)C(=O)CO (stereo unspecified)	0	-4	nt	-1	11	1	7	0.4	1
COCCNC(=O)c1ccc(C2SCC(=O)N2Cc2ccco2)cc1 (stereo unspecified)	-8	-10	1	3	-2	2	-6	-3.0	1
CN(C)Cc1ccc(O)c(CCc2ccccc2)n1	8	0	4	2	-3	4	-11	-1.8	1
CC(C)n1c(SCC(=O)Nc2ccc(N3CCOCC3)cc2)nnc1-c1ccco1	-11	-18	-3	2	-4	0	-4	-2.0	1
Cc1cc(=O)n(-c2ccccc2Cl)[nH]1	-3	-7	0	8	4	4	2	0.6	0
CCCCC(=O)NC(c1ccc(N(C)C)cc1)c1ccc2cccnc2c1O (stereo unspecified)	1	-13	-1	0	-4	18	-4	-1.0	0
Cc1ccc(C)c(C(=O)C(C)Sc2nc3nn(-c4ccccc4)c(=O)c-3c3n2CCCCC3)c1 (stereo unspecified)	-1	-13	-3	11	6	7	-4	-2.4	1
Cc1cc(C(=O)CSc2nncs2)c(C)n1Cc1ccco1	6	-3	1	-2	-5	4	3	0.4	6
CCCCCCCN1CCC(=O)N([C@H](CO)CC(C)C)CC1	-16	4	5	-2	-1	15	-9	1.0	1
O=C1c2ccsc2SCCN1Cc1ccc(F)cc1	8	8	1	-4	-4	7	-7	-5.3	1
N#Cc1c(C(F)(F)F)cc(-c2ccccc2Cl)[nH]c1=O	29	9	7	9	5	-8	7	-0.4	-3
Cc1ccc2c(c1)C1CN(C)CCC1N2S(=O)(=O)c1cccc(C(F)(F)F)c1 (stereo unspecified)	-14	-3	0	9	0	7	-6	-1.4	4
CCOc1cc([N+](=O)[O-])cc(/C=N/NC(=O)c2c(-c3ccccc3)noc2C)c1O	10	1	-2	8	6	0	-3	0.7	2
Cc1ccc(Cn2nnc(C(=O)Nc3cccc(C)c3C)c2N)cc1	-103	21	5	-20	-4	14	38*	105*	53*
CCc1c(C)c2ccc(OCC(=O)OC(C)C)c(C)c2oc1=O	15	-2	7	6	-11	3	5	-0.8	7
Cc1cccc2cc(/C=N/Nc3ccc(C(=O)O)cc3)c(Cl)nc12	-14	6	3	-4	4	5	-3	1.8	0
O=C(Nc1ccc2c(c1)CCCN2C(=O)c1ccco1)c1cc([N+](=O)[O-])ccc1Cl	21	12	-9	-10	-20	9	3	1.3	17
O=[N+]([O-])/C(C(Cl)=C(Cl)Cl)=C(/NC1CC1)Sc1ccccc1	56*	0	4	-3	-3	-9	-2	-1.6	1
Cc1cc(C)c2c(N)c(C(=O)Nc3nccs3)sc2n1	13	-1	6	4	-3	3	-2	-0.3	1

Other compounds
SMILES	CRFR2-BP antag	CHRM4 antagonist	IDE cell inh	CHRM4 PAM	M5 PAM	CHRM5 antagonist	CHRM5 agonist	CRFBP-R2 agonist	M4 ag
O=C(Nc1cccc(-c2cn3ccccc3n2)c1)c1ccccc1	-14	-12	-2	-6	5	-3	-4	0.0	13
Cc1cc(C)cc(NC(=O)COC(=O)c2cc(=O)[nH]c(=O)[nH]2)c1	-5	-9	-1	0	-2	13	-2	-2.2	1
Cc1ccccc1C(=O)NCCN=C1NS(=O)(=O)c2ccccc21	16	5	-6	-3	-5	25	-1	0.0	-1
C/C(=N\NC(=O)C1CCCN(S(=O)(=O)c2ccccc2)C1)c1ccncc1 (stereo unspecified)	-18	3	0	-10	-10	11	-2	-0.8	8
Cc1ccc(NC(=O)C/C(N)=N/OC(=O)c2ccccc2)cc1	1	-21	4	12	-4	-5	-7	-1.6	2
CCN=c1scc(-c2ccc3c(c2)NC(=O)CO3)n1N=C1CCCC1	6&2	-6&1	6	-1&-8	-12&-15	23&4	2&3	4.0&-0.3	6&9
CC(C)(C)OC(=O)N/N=C\c1cccnc1	-5	-4	0	3	-1	-2	-2	-0.3	0
Cc1nc([N+](=O)[O-])cn1CC(=O)Nc1ccc(F)c(Cl)c1	-3	-6	-3	0	3	0	1	0.1	1
COc1ccc(S(=O)(=O)n2nc(OC(C)=O)cc2N(C(C)=O)C(C)=O)cc1	4	-9	-2	13	18	-8	3	-0.9	1
COc1ccccc1-n1c(SCC(=O)N2CCCC2)nnc1-c1ccccc1	0	-4	-2	-10	9	-1	-2	0.2	0
CC(C)(C)C(=O)/C(C#N)=C/c1cccs1	3	4	-1	16	12	-8	6	1.4	0
CC(C(=O)c1ccc(-c2ccccc2)cc1)[n+]1cccc(C(N)=O)c1 (stereo unspecified)	9	-8	3	0	2	3	3	5.2	0
CC(C)C[C@H](NC(=O)N1CCn2c1nc1ccccc12)C(=O)NCC1CCCO1 (stereo partly specified)	2	-13	1	6	4	8	-1	-1.3	1
COc1ccc(OC)c(NC(=O)CSc2ncnc3c2cnn3-c2ccccc2Cl)c1	56*	11	3	-1	-10	21	-3	-0.3	9
COCCSc1nc(N)c(NC(=O)c2ccc(OC)cc2)c(=O)[nH]1	4	-12	0	6	2	-4	-2	0.2	1
O=C(O)c1c2c(nc3ccc(S(=O)(=O)N4CCC(C(=O)NCc5ccccc5)CC4)cc13)CCCC2	5	-9	nt	2	-10	10	1	3.1	0
COc1cc(C)ccc1OCCCCOc1ccccc1C(C)=O	22	18	-1	-10	-14	16	0	2.0	9
Cc1cccc(C)c1NC(=O)CN1C(=O)COc2ccccc21	10	1	9	5	1	8	1	-0.2	0
CNC(=S)NNC(=O)c1sc2cc(C(F)(F)F)cnc2c1-c1cccnc1	7	-13	0	6	2	-5	-1	-1.4	1
O=C1OC(CCl)CN1Cc1c(Cl)cccc1Cl (stereo unspecified)	24	4	3	-15	0	11	-3	-1.3	0
CCC1(C)CC(CCN(Cc2ccco2)C(C)=O)(c2ccccc2)CCO1 (stereo unspecified)	14	-11	-2	-3	-1	-4	-1	-0.7	3
